Screening data: PubChem BioAssay, National Center for Advancing Translational Sciences (NCATS)
FBPA coupling cs – qHTS Assay for Inhibitors of Fructose-1,6-bisphosphate Aldolase from Giardia Lamblia: Coupling assay counterscreen | coupling enzyme system counterscreen, AmpLite Red fluorescence | activity change, negative = inhibition, % at 58.2 µM, hits read low | actives 0.67% (n = 290,000) | AID 2472, 2010; in the data active = activity change below about -30%; also: % is scaled to controls: 0 for no effect and ±100 for the full control effect
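Compounds tested against the coupling enzymes alone at 57.5 uM final; readout was AmpLite Red fluorescence (525/598 nm) after 20 min at RT.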
TRPV1 ag – HTS Assay for Compounds that Act as Agonists of the Vanilloid Receptor 1. activation, % at 8.33 µM. AID 540275, 2011. actives 0.19% (n = 320,000). Transient receptor potential cation channel subfamily V member 1 (Homo sapiens), Q8NER1. TRPV1-expressing cells, Fluo-8 calcium influx, agonist mode; in the data active = activation above about 80%; inconclusive = between about 30% and that limit; also: 0% is about no effect
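Cells expressing TRPV1 were dye-loaded with Fluo-8 and read kinetically: 10 s baseline, 3 min after compound (agonist portion), then 2 min after EC20 capsaicin (allosteric enhancer portion). Calcium-bound dye fluorescence at 480/520 nm.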
B2AR arrestin – qHTS assay of beta-arrestin-biased ligands of beta2-adrenergic receptor | Potency, µM (top dose mostly 46.1 µM), for the others: top-dose activation, hits mostly activators | Beta-2 adrenergic receptor (Homo sapiens), P07550 | actives 0.02% (n = 330,000) | beta-arrestin recruitment to beta2AR, cell-based reporter;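 also: potency is read from the fitted curve at half-maximal effect; 0% = DMSO controls and full agonism = EC100 isoproterenol or metaproterenol; nearly all actives have a fitted effect of over 65% in size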
Target sequence (P07550 whole entry, looked up): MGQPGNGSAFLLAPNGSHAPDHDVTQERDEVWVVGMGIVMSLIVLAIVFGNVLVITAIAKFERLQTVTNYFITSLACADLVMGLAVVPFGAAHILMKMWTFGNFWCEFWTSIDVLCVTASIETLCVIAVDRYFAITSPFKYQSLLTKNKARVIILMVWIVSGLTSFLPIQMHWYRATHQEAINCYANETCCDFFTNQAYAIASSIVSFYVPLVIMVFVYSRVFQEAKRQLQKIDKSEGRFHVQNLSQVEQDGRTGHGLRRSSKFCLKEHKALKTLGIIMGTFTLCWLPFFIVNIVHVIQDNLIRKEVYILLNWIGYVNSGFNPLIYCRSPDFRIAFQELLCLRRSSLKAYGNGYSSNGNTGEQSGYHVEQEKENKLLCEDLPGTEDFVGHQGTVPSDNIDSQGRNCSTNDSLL
KCNH2 3.1 block – qHTS for Inhibitors of KCHN2 3.1: Mutant qHTS | Potassium voltage-gated channel subfamily H member 2, brain isoform KCNH2 3.1 (human) | activity change, % (tested at about 1.8 µM) | U2OS KCNH2 3.1, thallium flux FluxOr; active compounds read low | AID 720553, 2013 | actives 0.95% (n = 340,000);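 active = maximum activity change below -70%; inconclusive = maximum activity change from -70% to -50%; inactive = maximum activity change above -50%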;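 also: thallium influx rate constant from kinetic fluorescence after stimulation buffer; % is scaled to controls: 0 for no effect and ±100 for the full control effect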
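Thallium flux via FluxOr fluorescence (Red40 quencher, 45 min loading) in U2OS cells virally expressing the KCNH2 3.1 isoform (1.77 x 10^8 /mL virus, overnight at 37 C). Rate constants from 2-min kinetic reads post-stimulation, normalised to positive and negative controls.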
USP2a inh – qHTS Assay for Inhibitors of Ubiquitin-specific Protease USP2a Using CHOP2 as the Reporter; Ubiquitin carboxyl-terminal hydrolase 2 (Homo sapiens), O75604; USP2 core, Ub-CHOP2 coupled fluorogenic reporter, 485/531; Potency, µM (titrated, usually from 38.3 µM), inactives show at the highest dose activity change, negative = inhibition, most hits filed as inhibitors; actives 0.01% (n = 330,000); AID 463254, 2010;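 also: potency is read from the fitted curve at half-maximal effect; plate controls were DMSO wells for no effect and full inhibition by NEM control for full effect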
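Deubiquitinase activity read as fluorescence (485/531 nm) after Ub-CHOP2 cleavage activates the enterokinase reporter on its substrate; USP2 core 10nM, Ub-CHOP2 and substrate 25nM each, 30min compound preincubation then 60min RT; data normalized to NEM, curves fitted.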
Menin MLL FP TR – qHTS Assay for Inhibitors Targeting the Menin-MLL Interaction in MLL Related Leukemias: Competition With Texas Red Labeled MLL-derived Mutant Peptide | Potency, µM (doses to about 61.6 µM), for inactives: at the highest dose FP activity change, negative = inhibition, hits mostly inhibitors | actives 0.23% (n = 270,000) | Menin + Texas Red MLL mutant peptide, fluorescence polarization | O00255; active = well fitted inhibition curve with a large enough effect in the polarisation, with a control signal flat, not every such curve was filed as active; inconclusive = small, poorly fitted or top-dose-only effect, or effect the other way, or a change in a side signal; inactive = no such curve, though single readings can be large or run the other way; the % refers to the polarisation; also: potency is read from the fitted curve at half-maximal effect; % of control where 0% means no effect; many of its hits are not listed in these tables
Giardia kill – Small Molecules that selectively kill Giardia lamblia: qHTS. Giardia lamblia trophozoite viability. activity change, % at 7.66 µM, hits read low. actives 0.15% (n = 340,000). AID 540267, 2011; in the data active = activity change below about -80%; inconclusive = between about -30% and that limit;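 also: parasites exposed to compound for two days anaerobically before the ATP read; % is scaled to controls: 0 for no effect and ±100 for the full control effect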
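Viability, read as ATP luminescence: trophozoites at 100 cells/well, compound added, 48 hrs anaerobic at 37 deg C, then 15-30 min room-temperature development before reading.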
CXXC DNA block – qHTS Fluorescence Polarization Assay for Inhibitors of MLL CXXC domain - DNA interaction; MLL-CXXC / FITC-HOXA9 DNA fluorescence polarization; Potency, µM (series often up to 115 µM), for inactives: at the top dose activity change, negative = inhibition, usual class: inhibitors; Histone-lysine N-methyltransferase 2A (Homo sapiens), Q03164; actives 0.037% (n = 290,000); active = well fitted inhibition curve with a large enough effect in the polarisation, with a control signal flat, not every such curve was filed as active; inconclusive = small, poorly fitted or top-dose-only effect, or effect the other way, or a change in a side signal; inactive = no such curve, though single readings can be large or run the other way; the % refers to the polarisation; also: potency is read from the fitted curve at half-maximal effect
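Fluorescence polarization: 7 uM MLL-CXXC (stock) preincubated 5 min with compounds, then 50 nM fluorescein-HOX-A9 DNA (stock) added; 30 min ambient. Buffer 50 mM Tris-HCl pH 7.5, 50 mM NaCl, 1 mM DTT, 0.05% BSA.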
PKM2 act – qHTS Assay for Activators of Human Muscle isoform 2 Pyruvate Kinase; purified PKM2, Kinase-Glo ATP luminescence, activation; response scale: 0% is enzyme alone, no compound; Potency, µM (top dose mostly 57.5 µM), without a hit: top-dose activation, hits mostly activators; actives 0.34% (n = 260,000); also: potency is read from the fitted curve at half-maximal effect; % is scaled to controls: 0 for no effect and ±100 for the full control effect; nearly all actives have a fitted effect of over 55% in size
Target sequence (P14618 whole entry, looked up, canonical isoform): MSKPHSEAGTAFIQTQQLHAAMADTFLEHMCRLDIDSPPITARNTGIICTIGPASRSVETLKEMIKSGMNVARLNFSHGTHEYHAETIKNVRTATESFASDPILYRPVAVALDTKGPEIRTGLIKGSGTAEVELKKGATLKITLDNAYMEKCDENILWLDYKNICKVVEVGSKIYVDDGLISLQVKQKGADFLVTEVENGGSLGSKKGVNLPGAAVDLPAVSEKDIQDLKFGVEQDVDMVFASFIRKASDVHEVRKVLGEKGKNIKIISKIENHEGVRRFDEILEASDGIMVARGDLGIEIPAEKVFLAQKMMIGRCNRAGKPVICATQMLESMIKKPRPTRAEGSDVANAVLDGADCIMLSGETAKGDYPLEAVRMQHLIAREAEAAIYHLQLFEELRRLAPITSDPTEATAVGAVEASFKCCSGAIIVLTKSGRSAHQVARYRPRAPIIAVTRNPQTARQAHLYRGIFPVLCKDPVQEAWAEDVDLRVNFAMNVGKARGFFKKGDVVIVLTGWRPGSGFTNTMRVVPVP
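Kinase-Glo luminescence reports ATP generated from ADP (0.1 mM) and PEP (0.5 mM) by purified hPK-M2 after 1 h at room temperature, pH 7.2 imidazole buffer; intermediate enzyme activity allows detecting inhibitors and activators.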
GALK inh – qHTS Assay for Inhibitors of Human Galactokinase (GALK); Purified GALK, Kinase-Glo residual ATP luminescence; actives 0.007% (n = 270,000); Potency, µM (highest dose often 57.5 µM), for inactives: at the highest dose activity change, negative = inhibition, hits mostly inhibitors; P51570; AID 1868, 2009; also: potency is read from the fitted curve at half-maximal effect; % is scaled to controls: 0 for no effect and ±100 for the full control effect
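Luminescence from leftover ATP (Ultra-Glo luciferase/luciferin) served as read-out after a 1 h room-temperature reaction of 5 nM GALK with 35 uM ATP and 100 uM galactose.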
hERG WT inh – qHTS for Inhibitors of KCHN2 3.1: Wildtype qHTS. Voltage-gated inwardly rectifying potassium channel KCNH2 (Homo sapiens), Q12809. U2OS, BacMam KCNH2, thallium flux FluxOr; active compounds read low. activity change, % at 1.84 µM. actives 0.37% (n = 340,000);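 active = maximum activity change below -70%; inconclusive = maximum activity change between -70% and -50%; inactive = maximum activity change above -50%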; also: % is scaled to controls: 0 for no effect and ±100 for the full control effect
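U2OS cells transduced with wild-type KCNH2 virus are loaded with FluxOr dye for 45 min, and thallium flux is measured in kinetic reads before and after stimulation buffer. Rate constants are normalized to DMSO controls.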
Active calls of the source: *; ? = inconclusive; . = no result given; [ ] = another dose, or the depositor's remark. Unless noted, calls follow the shape of the dose curve; as a rule, active = well fitted curve in the direction sought with a large enough effect; inconclusive = small, poorly fitted or top-dose-only effect, or another doubt; inactive = no such curve, though single readings can be large; an effect the other way counts as inactive or inconclusive.

The line under a structure holds: TRPV1 ag, KCNH2 3.1 block, CXXC DNA block, B2AR arrestin, Menin MLL FP TR, Giardia kill, hERG WT inh, PKM2 act, USP2a inh, GALK inh, FBPA coupling cs
- O=C(c1ccc2c(c1)OCCO2)N1CCN(c2ncc(C(F)(F)F)cc2Cl)CC1
  1, -5, ., 0.1%, ., 1, -8, ., -2%, ., .
- CC(=O)Nc1cccc2c1C(=O)N(c1ccccc1OC(C)=O)C2=O
  -2, 10, -11%, -0.5%, -4%, 10, 10, -1%, -1%, -1%, -7
- O=C(COC(=O)Cc1ccc(F)cc1)NC(=O)NC1CCCC1
  10, 1, ., 0.0%, ., -2, -8, ., -1%, ., .
- Cc1ccnc(NC(=S)NC(=O)c2cccs2)c1
  6, 17, 1%, -0.9%, 12%, ?, 5, 3%, 0%, -1%, 1
- Cc1cc(OC(=O)c2ccccc2Cl)ccc1N1C(=O)CCC1=O
  -2, -1, 174%[activator], -0.3%, 13%, 13, -2, 4%, -3%, 0%, 1
- Cc1ccc(C)c(NC(=O)c2ccc(OC(=O)c3ccco3)cc2)c1
  6, -11, 201%[activator], -0.3%, 4%, 7, -3, -9%, 2%, -1%, -2
- CC(OC(=O)c1cccnc1Cl)C(=O)Nc1ccc(S(N)(=O)=O)cc1 (stereo unspecified)
  3, -1, 1%, 0.1%, 14%, -18, -7, -12%, -1%, -2%, -1
- CCOC(=O)c1c(C)[nH]c(C(=O)CN(C)CC(=O)Nc2ccccc2Cl)c1C
  20, 21, ., -0.3%, ., 10, -2, ., -1%, ., .
- CCOc1ccc(CN2CCN(C(=O)c3ccco3)CC2)cc1
  3, -1, -5%, -1.2%, -4%, 3, -2, -1%[11.5 µM], 0%, -1%, 0
- Cc1ccc(S(=O)Cc2ccc(C(=O)N3CCN(C4CCCCC4)CC3)o2)cc1 (stereo unspecified)
  1, 3, 3%, -0.5%, ., -5, -9, ., 4%, 1%, .
- NS(=O)(=O)c1cccc(NC(=O)CSc2nc3ccccc3[nH]2)c1
  -1, 4, -2%, 0.3%, ., -3, 2, 10%, 2%, 0%, 1
- NC(=O)CSc1ccc(S(=O)(=O)N2CCOCC2)cn1
  -1, 6, ., 0.1%, ., -4, 7, ., 1%, ., .
- CCCCn1c(=O)[nH]c(=O)c2c(C(=O)OCC)cc(-c3cccs3)nc21
  5, -3, 3%, -0.1%, -4%, -8, -1, 2%, 2%, -4%, 0
- CSc1cccc(NC(=O)Nc2ccccc2)c1
  ?, 15, 2%, -0.5%, ?, -10, -9, 4%, -1%, 0%, 1
- CC1CCC(=NNc2ccc(C(F)(F)F)cc2[N+](=O)[O-])CC1 (stereo unspecified)
  -2, -2, 7%, -0.2%, 1%, 0, 4, 2%, 0%, 1%, -14
- CCC(Oc1ccc(C)cc1)C(=O)Nc1ccc(S(=O)(=O)Nc2cc(C)on2)cc1 (stereo unspecified)
  1, 6, 16%, -0.1%, 14%, 6, -4, 5%, 0%, -3%, 5
- C=CCn1c(C)c(C(C)=O)cc(NC(=O)c2ccccc2)c1=O
  4, -1, -7%, 0.0%, -11%, -1, -38, 0%, -1%, -1%, 0
- COc1ccc(O)c(C(=O)c2cnc3c(c2)c(-c2ccc(F)cc2)c(C#N)c(=O)n3C)c1
  2, 21, 8%, 0.4%, 5%, 4, 3, -3%, -9%, 13%, -4
- COC(=O)N/N=C/c1ccc(-c2ccc(C)c(Cl)c2)o1
  -1, -17, 3%, -0.2%, -1%, -14, 3, 2%, -1%, 0%, 1
- C=CCn1c(O)c(N=NC(=O)CNC(=O)/C=C/c2ccc(OC)cc2)c2ccccc21
  ., -22, -20%, 0.3%, ., -2, 1, -2%, 1%, 5%, 7
- Cc1cc(=O)oc2cc(OCC3CC(c4ccc(Br)cc4)=NO3)ccc12 (stereo unspecified)
  3, -9, 7%, 0.0%, 9%, 14, -19, 0%, 5%, ., 5
- CCOc1ccc(NC(=O)CCC(=O)N/N=C/c2ccc3c(c2)OCO3)cc1
  2, 5, 1%, 0.0%, -19%, -7, 5, -3%, -2%, -3%, -1
- N#CC(C#N)=c1ccc2c(c1)NC1(CCCCC1)N=2
  1, 5, 20%, 4.4%, ?, -5, -2, -52%, -12%, 12%, -16
- CCOC(=O)CNC(=O)c1nn(-c2cccc(OC)c2)c(=O)c2ccccc12
  1, -4, -2%, 0.2%, 0%, -1, -11, 0%, -1%, 1%, 1
- CCN1C[C@@H]2[C@@H]3C(=O)N(C)C(=O)[C@@H]3[C@](CC)(C(=O)OC)N2C1=NC
  ., -7, ., -0.8%, ., -3, -8, ., 2%, ., .
- COc1cc(/C=N/Nc2ccc(S(N)(=O)=O)cc2[N+](=O)[O-])cc(OC)c1O
  2, 3, ?, -1.0%, ., -19, -4, 9%, 2%, 5%, -2
- Cc1cccc(-n2ncc3c2CCCC3NC(=O)C2=CC(=O)CC(C)(C)O2)c1C (stereo unspecified)
  -1, ., -10%, 2.8%, -16%, 8, 12, 0%, 0%, 3%, 2
- CCOC(=O)c1nn(-c2ccccc2C)c(=O)c(C#N)c1C
  0, -35, 15%, 0.2%, -11%, -19, 8, -9%, 0%, 0%, -23
- Cn1nccc1NC(=O)NC(=O)c1c(Cl)cccc1Cl
  2, 5, 0%, 0.7%, ., -8, 0, 2%, 7%, ., 1
- Cc1nnc(N/N=C/c2cc([N+](=O)[O-])c(N3CCC(C)CC3)cc2N2CCC(C)CC2)n1N
  -1, -10, ?, 0.4%, ?, 6, 12, -4%, -13%, -5%, -45*
- CN1C(=O)CC(C(=O)Nc2ccc(F)cc2)SC1=Nc1ccc2c(c1)OCO2 (stereo unspecified)
  ?, -6, -4%, 0.3%, ?, 4, -19, -1%, -2%, -2%, -5
- C=CCNC(=O)C(=O)NCC(c1ccc2c(c1)OCO2)N1CCN(c2ccc(F)cc2)CC1 (stereo unspecified)
  1, -7, 3%, -0.2%, -7%, 26, 10, 2%[0.46 µM], 0%, -4%, 3
- CC(C)OC(=O)c1c(NC(=O)C2CC=CCC2C(=O)O)sc2c1CCCCC2 (stereo unspecified)
  2, -5, -14%, -1.1%, ?, 16, -7, 2%, 4%, -9%, 13
- O=C1NC2(CCCCC2)C(=O)N1CCS(=O)(=O)Oc1ccc(Br)cc1
  9, 17, 13%, 0.0%, 14%, -4, 6, 2%, -1%, 4%, 0
- O=C(CSc1nnc(-c2ccccc2Cl)o1)Oc1ccc(Br)cc1
  -2, -6, 4%, -0.2%, 13%, -10, 11, 16%, 1%, 0%, -2
- O=C(OCCN1CCCC1=O)c1cncc(Br)c1
  -3, 6, -3%, 0.3%, 11%, 3, -13, -1%, 4%, 1%, -3
- C(=N\N1CCN(Cc2ccccc2)CC1)/c1cccnc1
  4, -6, -5%, 0.0%, -8%, -15, -2, 10%, 4%, 2%, 4
- COC(=O)C1=C(C)Nc2c(c(=O)n(C)c(=O)n2C)C1c1ccncc1 (stereo unspecified)
  -6, 9, -4%, -1.1%, -2%, 0, 8, 0%, 1%, 0%, -5
- O=C(O)CN1C(=O)/C(=C\c2cc(Br)ccc2OCc2ccccc2Cl)SC1=S
  -5, -2, -8%, 0.0%, ?, 5, -7, ., -3%, -22%, 14
- O=C(CSc1nc2ccccc2c(=O)n1-c1ccccc1)NC(=O)CN1CCCC1=O
  0, 12, 14%, -0.3%, 3%, -26, -3, 7%, -3%, 16%, 1
- Cn1ccnc1C(=O)c1cc(=O)c2ccccc2o1
  -2, 6, 6%, 0.2%, -12%, -6, 8, 1%, -1%, -5%, 0
- CCCCc1cc(=O)oc2cc(OCC(=O)N3CCC(C(=O)O)(c4ccccc4)CC3)ccc12
  7, 2, -24%, 0.0%, 10%, 1, -2, 5%, 3%, ., 6
- CCc1ccc(CN2CCC(C(=O)Nc3cccc(-c4nnc(C)s4)c3)CC2)o1
  7, 3, ?, -1.1%, ., -3, 11, 1%, -5%, 0%, .

This is a subset. The share of hits here may be higher or lower than overall.
